Fluor 339 460: intrinsic fluorescence of library compounds, ex339/em460 – biochemical, MLSMR library, data from DPM-DC assay, artefact control, profiling panel; 65,000 tested, 5.5% active; fluorescence fold increase at 10 µM; compound autofluorescence, ex339/em460 nm, NADH buffer; hits give high values; 1 = no-compound wells, NADH background; AID 709, 2007;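 active = at 10 µM, mean starting fluorescence two-fold or more over control wells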;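 note: signal is the first read of a kinetic run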
S1P3 agonist: human S1P3 receptor agonists, primary screen, cell-based, primary and confirmation, NFAT-BLA reporter | S1P3 NFAT-BLA reporter cells, agonism, FRET ratio; relative to 1 µM S1P, basal subtracted | activation, % at 4.5 µM | 60,000 tested, 0.1% active;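 active = activation above the screen-wide mean plus 3 SD, cut at about 4.5% in these data, passing the limit was not always enough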; note: some compounds called inactive have numbers as strong as hits
Target sequence (Q99500 whole entry, looked up): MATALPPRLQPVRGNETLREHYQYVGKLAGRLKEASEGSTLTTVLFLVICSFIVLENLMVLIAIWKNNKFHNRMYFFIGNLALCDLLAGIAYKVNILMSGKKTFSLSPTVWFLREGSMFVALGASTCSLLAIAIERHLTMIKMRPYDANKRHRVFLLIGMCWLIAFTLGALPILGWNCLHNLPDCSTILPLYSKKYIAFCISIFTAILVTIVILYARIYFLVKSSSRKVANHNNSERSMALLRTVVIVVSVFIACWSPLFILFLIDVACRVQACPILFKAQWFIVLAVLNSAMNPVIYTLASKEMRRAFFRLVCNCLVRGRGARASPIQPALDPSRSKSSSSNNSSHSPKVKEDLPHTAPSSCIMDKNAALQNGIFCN
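Material: Human S1P3 NFAT-BLA reporter CHO cells | Incubation: Overnight plating, 4 h compound 37 °C, 2 h substrate RT | Signal: FRET β-lactamase substrate fluorescence, excitation 405 nm, 460/535 nm emission ratio, background-subtracted | Compound: 4.5 µM final, single dose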
A340 absorber: compound light absorbance at 340 nm, profiling panel, artefact control, biochemical, MLSMR library, data from PS, PMK, MK assays. compound absorbance at 340 nm, fold over control. fold change at 10 µM. 65,000 tested, under 10 active. AID 708, 2007;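 active = at 10 µM dose, initial 340 nm absorbance at least 2 fold that of control wells; inactive = change under 2 fold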;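 note: initial absorbance extrapolated from kinetic A340 decline of NADH oxidation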
5HT1E ag: 5-HT1E receptor agonists, primary screen, cell-based, HTS. activation, % at 6 µM. CHO 5-HT1E Ga15 NFAT-bla reporter, FRET; 0% DMSO wells, 100% control agonist wells. 5-hydroxytryptamine receptor 1E (Homo sapiens), P28566. 65,000 tested, 0.69% active;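 active = activation above a set limit, the screen-wide mean activation plus 3 SD, cut at about 8.5% in these data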;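 note: 100% = positive control agonist at 1 µM giving full maximal response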
MMP13 inh: human MMP13 inhibitors, primary screen, biochemical, FRET peptide cleavage. Collagenase 3 (Homo sapiens), P45452. MMP-13 fTHP FRET cleavage, Mca fluorescence. inhibition, % at 4 µM. 65,000 tested, 0.07% active. AID 570, 2006;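 active = inhibition above the mean of compound-free control plate wells plus 3 SD, cut at about 14% in these data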;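 note: 0% = DMSO wells and 100% = wells with reference MMP-13 inhibitor after basal subtraction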
HTR1E antagonist: 5-HT1E receptor antagonists, primary screen, cell-based, HTS | 5-hydroxytryptamine receptor 1E (Homo sapiens), P28566 | CHO 5-HT1E Ga15 NFAT-bla reporter, FRET, antagonist | inhibition, % at 6 µM | 65,000 tested, 0.99% active;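 active = inhibition above a set limit, the mean inhibition across every tested compound plus 3 SD, cut at about 29% in these data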;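 note: signal is the 460 over 535 nm emission ratio of beta-lactamase substrate; 0% = agonist plus DMSO wells and 100% = wells without agonist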
S1P1 ag-PAM: S1P1 agonists and agonism potentiators, primary screen, cell-based, primary and confirmation screens, CRE-bla reporter. Sphingosine 1-phosphate receptor 1 (Homo sapiens), P21453. S1P1 CRE-bla cells, forskolin, beta-lactamase FRET, potentiator mode; S1P1 agonist co-added at EC20, 2 nM; 100% = saturating reference agonist, 0% = basal. 56,000 tested, 0.57% active. activation, % at 9.5 µM;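 active = activation above a cutoff set at the mean activation of all tested compounds plus 3 SD, cut at about 54% in these data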;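 note: forskolin at 4 µM as EC80 and the EC20 agonist is SEW2871; 100% = SEW2871 at its EC100 plus forskolin at EC80; some compounds past the cut are filed as inactive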
Target sequence (P21453 whole entry, looked up): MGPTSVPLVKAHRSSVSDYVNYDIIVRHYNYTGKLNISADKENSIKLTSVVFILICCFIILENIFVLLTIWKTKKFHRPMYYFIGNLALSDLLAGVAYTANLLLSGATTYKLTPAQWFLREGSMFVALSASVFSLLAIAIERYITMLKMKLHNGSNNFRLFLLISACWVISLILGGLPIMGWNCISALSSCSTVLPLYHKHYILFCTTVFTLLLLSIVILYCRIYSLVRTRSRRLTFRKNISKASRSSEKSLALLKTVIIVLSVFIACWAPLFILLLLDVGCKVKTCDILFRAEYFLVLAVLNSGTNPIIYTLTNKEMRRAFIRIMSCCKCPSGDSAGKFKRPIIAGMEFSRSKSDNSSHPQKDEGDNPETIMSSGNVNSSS
HER2 expr 66K: inhibitors of Her2 protein expression, primary screen, SKBR-3 cells, AlphaScreen, 66K library; SKBR-3 HER2 protein level, 18-24 h; hits give low values; HER2 level % of control, % at 10 µM; 65,000 tested, 0.69% active; AID 645, 2007;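 active = HER2 level under 5% of the carrier-only control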;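 note: 100% = DMSO carrier and 0% = 500 nM PU-H71 HSP90 inhibitor; lower value means stronger loss of Her2 protein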
5HT1a antag: human 5-HT1a receptor antagonists, primary screen, cell-based, CHO, Ga15 NFAT-bla reporter; AID 612, 2007; inhibition, % at 10 µM; CHO 5-HT1a Ga15 NFAT-bla reporter, antagonist mode; 62,000 tested, 0.68% active; 5-hydroxytryptamine receptor 1A (Homo sapiens), P08908;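 active = inhibition above the mean of all tested compounds plus 3 SD, cut at about 43% in these data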;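 note: receptor stimulated by 5-CT agonist at 100 nM near EC80; beta-lactamase reporter measured by ratiometric fluorescence of a cleavable substrate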
An asterisk follows results filed as active; . = no result given; & = joins results of further samples.

No.	SMILES	5HT1E ag	A340 absorber	S1P1 ag-PAM	HTR1E antagonist	5HT1a antag	HER2 expr 66K	S1P3 agonist	Fluor 339 460	MMP13 inh
1	Nc1nc(Cl)nc2c1ncn2[C@H]1C[C@H](O)[C@@H](CO)O1	1.0&1.1	0.97&0.98	5&13	1&-4	.	96&82	-2.3&-0.7	1&0.99	-1&2
2	COc1ccc(S(=O)(=O)N(Cc2ccccc2)Cc2nc3ccccc3c(=O)[nH]2)cc1	0.0	0.99	9	3	1	80	-0.6	1.1	0
3	CCCn1c(SCC(=O)Nc2cccc(C(=O)OCC)c2)nnc1-c1ccoc1C	-0.7	1	-1	1	2	91	-1.4	1	-4
4	O=C(Nc1ccc(Oc2ccccc2)cc1)C1CCCO1 (configuration not stated)	1.5	1	3	-2	-4	105	0.0	1.1	2
5	CC(=O)NC(Cc1ccccc1C)C(=O)NC1CCN(c2c3c(nc4ncnn24)CCC3)CC1 (configuration not stated)	0.7	1	14	-8	-1	90	-1.1	1.1	6
6	CCOc1ccc(-c2nnn(CC(=O)c3ccc4c(c3)OCCO4)n2)cc1OCC	-0.4	1	-13	3	3	105	-1.4	1.1	6
7	CCn1c(Cc2ccccc2)nnc1SCc1nc2ccccc2c(=O)[nH]1	-0.1	1	-9	-1	-5	.	-1.0	1.1	4
8	COc1ccc2c(c1)n([O-])c1c([n+]2=O)CCC1	0.0	1	7	2	.	76	-1.8	1.8	-21
9	CCOC(=O)Nc1cc(C(=O)OCC)c(C)nc1C	0.0	1	.	-4	1	96	.	0.96	-2
10	Cc1ccc(-n2nc(C(=O)NCc3ccco3)c3c4ccccc4n(C)c3c2=O)cc1	0.6	1	-18	-10	-14	62	-1.2	2.2*	-90
11	Brc1cc2c(cc1Cn1c(-c3cncs3)nc3ccccc31)OCO2	2.1	1.1	-19	19	0	88	-0.9	1.1	-4
12	O=c1[nH]c2cc3c(cc2cc1C(c1nnnn1C1CCCC1)N1CCSCC1)OCCO3 (configuration not stated)	0.2	1	-7	-6	-6	172	0.6	3.2*	-20
13	C#CCN1C(=O)C(O)(CC(=O)c2cccc(OC)c2)c2ccccc21 (configuration not stated)	0.8	0.98	-34	-11	8	60	-0.3	0.98	-4
14	CCN(CC)CCSc1nc(O)c(C(C)C)c(=O)[nH]1	-0.3	1	.	-10	-2	69	.	1.1	0
15	COc1ccc(N2C(=O)C3CCCN3C2c2ccc(C)o2)cc1Cl (configuration not stated)	0.6	1	2	-6	-14	77	0.8	1.1	-3
16	COc1ccc(N2CC(=O)N(c3ccc(OC)c(OC)c3)CC2=O)cc1OC	-0.1	1	-2	-1	.	111	-4.1	1.1	-2
17	CC1CC1C(=O)OCc1cc(=O)n2cc(Br)ccc2n1 (configuration not stated)	-0.3	1.1	1	2	-4	77	0.3	1.5	1
18	c1cnc(Oc2ccc3oc4ccccc4c3c2)nc1	1.1	1	4	0	-16	94	1.0	1.1	1
19	O=C(CSc1nc2c(cnn2-c2ccc(F)cc2)c(=O)[nH]1)N1CCCc2ccccc21	0.5	1	.	7	-4	50	.	1.1	0
20	COC(=O)C(CCCCNC(=O)OCc1ccccc1)NC(=O)CN (configuration not stated)	1.0	0.99	-40	-2	-8	104	1.6	1.2	-10

Single values from above.
`COc1ccc(S(=O)(=O)N(Cc2ccccc2)Cc2nc3ccccc3c(=O)[nH]2)cc1` in S1P1 ag-PAM = 9
`COc1ccc(N2CC(=O)N(c3ccc(OC)c(OC)c3)CC2=O)cc1OC` in S1P3 agonist = -4.1

(cont.)
No.	SMILES	5HT1E ag	A340 absorber	S1P1 ag-PAM	HTR1E antagonist	5HT1a antag	HER2 expr 66K	S1P3 agonist	Fluor 339 460	MMP13 inh
21	COc1ccc(CCN2CCCn3c2nc2c3c(=O)n(Cc3ccccc3F)c(=O)n2C)cc1OC	1.6	1	-52	20	-8	90	-0.1	1.1	2
22	C=CCC(NCc1ccco1)c1ccc(OC)cc1OC (configuration not stated)	-0.5	0.99	1	4	21	128	0.0	1	-6
23	CCOC(=O)c1csc(NC(=O)c2ccc(OC)c(OC)c2)n1	-0.7	1	10	5	-10	122	-0.6	1.1	4
24	O=C(CCS(=O)(=O)c1cccc2nonc12)Nc1cccc2c1CCCC2	-0.2	0.99	.	9	5	159	.	1	0
25	COc1ccc(CCNS(=O)(=O)c2cccc3nsnc23)cc1OC	-0.1	1	-21	-2	-1	113	-0.1	1	2
26	O=C(O)c1ccccc1-c1ccccc1C(=O)NCc1ccco1	0.2	1.1	.	14	5	81	0.1	1.1	5
27	Cn1c(C(=O)N2CCCC(C(=O)NCc3cccs3)C2)cc2sccc21 (configuration not stated)	-1.0	0.98	0	-10	-3	112	-0.1	1	-2
28	Cn1c(NC(=O)c2ccccc2)cc(=O)n(C)c1=O	0.5	1	-18	4	6	89	-0.4	1.1	6
29	CC(NC(=O)COc1ccccc1)C(=O)NC1=NCCS1 (configuration not stated)	-0.5	1.1	-18	2	-11	97	0.3	1	-5
30	CCOC(=O)CCc1c(C)nc2ncnn2c1C	0.5	0.96	-31	-20	-11	115	0.1	1.1	-2
31	N=C1C=CC=C2C1=NC1(CCCCC1)N2O	0.1	1.1	-10	-9	-2	92	2.0	1.1	-3
32	CCOc1cc(C2C3=C(CCCC3=O)NC3=C2C(=O)CCC3)cc(Cl)c1O	-0.8	1	-2	-3	3	70	0.0	1.1	1
33	COc1cc(OC)nc(NC(=O)CSc2nnc(-c3ccccc3)n2C2CCCCC2)n1	-1.0	1.1	5	8	8	94	-0.6	1.1	-6
34	COC(=O)Cc1cnc(NC(=O)C2C3CCC(C3)C2C(=O)O)s1 (configuration not stated)	0.4	1	.	1	-2	110	-1.0	1.1	0
35	COC(=O)[C@H](Cc1ccccc1)NC(=O)NCC1CCCO1 (some centres not stated)	-0.3	1	6	-6	-8	80	0.9	1.1	-5
36	O=C1CCCc2[nH]nc(-c3cccnc3)c21	0.7	1	.	-7	-2	131	.	1.1	6
37	Cc1ccc(NC(=O)COC(=O)c2ccnn2C)cc1	0.3	1	-22	-6	-1	71	-0.1	1.1	-2
38	N=C1C(c2ccccc2)=C(O)C2CCc3ccccc3N12 (configuration not stated)	-0.6	1.1	23	2	9	105	1.0	1.1	-3
39	Cc1ccc(-c2c(C#N)c(N)nc3c2CCCCC3)o1	-1.0	1.1	.	10	16	.	-1.1	2*	-10
40	COc1cc(CC(=O)N2CCc3ccccc32)cc(OC)c1OC	-0.8	1	20	-2	-5	92	1.4	1	0

Profiles as entered above. Values in the order: 5HT1E ag, A340 absorber, S1P1 ag-PAM, HTR1E antagonist, 5HT1a antag, HER2 expr 66K, S1P3 agonist, Fluor 339 460, MMP13 inh
Entry for CCOc1cc(C2C3=C(CCCC3=O)NC3=C2C(=O)CCC3)cc(Cl)c1O → -0.8, 1, -2, -3, 3, 70, 0.0, 1.1, 1
Entry for N=C1C(c2ccccc2)=C(O)C2CCc3ccccc3N12 (configuration not stated) → -0.6, 1.1, 23, 2, 9, 105, 1.0, 1.1, -3
Entry for C=CCC(NCc1ccco1)c1ccc(OC)cc1OC (configuration not stated) → -0.5, 0.99, 1, 4, 21, 128, 0.0, 1, -6
Entry for Cn1c(C(=O)N2CCCC(C(=O)NCc3cccs3)C2)cc2sccc21 (configuration not stated) → -1.0, 0.98, 0, -10, -3, 112, -0.1, 1, -2
Entry for COc1cc(CC(=O)N2CCc3ccccc32)cc(OC)c1OC → -0.8, 1, 20, -2, -5, 92, 1.4, 1, 0

Later entries.
No.	SMILES	5HT1E ag	A340 absorber	S1P1 ag-PAM	HTR1E antagonist	5HT1a antag	HER2 expr 66K	S1P3 agonist	Fluor 339 460	MMP13 inh
41	Cn1c(-c2ccc(Br)o2)nc2ccccc21	-0.6	1.1	-14	-6	1	87	-0.8	1.2	2
42	O=C(NCC1(c2ccccc2)CCOCC1)c1ccc(Br)o1	-0.6	1	-7	-4	-8	87	0.2	1.1	2
43	CCC(=O)N1CCN=C1SCc1ccccc1Cl	0.2	1	5	8	4	93	-1.4	1.1	-3
44	CCCN(CCC)C(=O)CSc1nc2n[nH]c(C)c2c(=N)n1-c1ccc(OC)cc1	3.3	1	-16	26	-23	69	1.1	1.1	1
45	Cc1ccc(N2C(N)=C(C#N)C(c3cccnc3)C3=C2CC(C)(C)CC3=O)cc1 (configuration not stated)	0.7	1	-56	4	18	73	-0.1	1.1	1
46	CNC(=O)CN(C)S(=O)(=O)c1ccc(OC)c(Cl)c1	0.6	1	-5	4	-12	87	-0.5	1.1	3
47	COc1cc2[nH]c(=O)n(CCC(=O)NCc3cccnc3)c(=O)c2cc1OC	0.7	1.1	.	-5	5	107	.	1.3	-3
48	CN1C(=O)C(O)(C2COC(C)(C)CC2=O)c2ccccc21 (configuration not stated)	-0.4	1	6	15	-7	107	-1.6	1.1	-4
49	CCCCN(CC)S(=O)(=O)N1CCC(C(=O)NCCCN2CCOCC2)CC1	0.0	1	-3	-6	-8	93	0.0	1.1	-3
